Bioassay records deposited in PubChem BioAssay by Broad Institute.
EWS-Fli block: inhibitors of EWS/Fli oncoprotein transcriptional activity. AID 651661. actives 0.67% (n = 350,000). inhibition, % at 12.6 µM. A673 NR0B1-luciferase reporter, viability-normalised;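 active means mean inhibition of at least 50% after viability correction, with every replicate also passing that limit; inconclusive means mean reaches 50% but only one of two replicates passes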;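 further: firefly luciferase signal divided by Alamar Blue viability fluorescence both relative to DMSO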
Xi reactivation: X-chromosome reactivation activator | actives 0.055% (n = 360,000) | XiGFP mouse fibroblasts, % GFP-positive cells imaging, 3 d; cells co-treated with 5-aza-dC sensitizer; scaled so ellipticine positive control = 100% | activation, % at 7.58 µM;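 active means mean normalized replicate activation at least 10% and every replicate at or above 10%; inconclusive means only one of the two criteria met; inactive means mean below 10% and not all replicates reach 10%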;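 further: 0% = median of on-plate neutral control wells and 100% = ellipticine 6 µM median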
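System: SV40-immortalized XiGFP fibroblast cells, line 68-5-11 / Incubation: 3-day compound exposure, then 15 min fixation at room temperature / Compound: single concentration per compound, delivered by pin transfer / Buffer or medium: DMEM plus 5-aza-dC sensitizer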
PAX8 inh HTS: PAX8 transcriptional activity inhibition. AID 652154. RMG-I TPO-luciferase reporter, SteadyGlo, 24 h. inhibition, % at 12.6 µM. actives 1.2% (n = 360,000);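 active means mean replicate inhibition at least 60% with every replicate also reaching 60%; inconclusive means only one of the two criteria is met; inactive means mean below 60% and not all replicates reaching 60%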;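 further: luciferase light reporting Pax8 driven TPO promoter activity; plate controls were median of neutral control wells for no effect and mitoxantrone controls for full effect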
INS-1E GSIS act: primary screen for activators of insulin secretion dependent on glucose, INS-1E cells, GLuc reporter luminescence. AID 743287. INS-1E GLuc reporter insulin secretion, 2-3 h. activation, % at 16.6 µM. actives 0.61% (n = 370,000);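 active means lowest replicate activation of at least 40%, so every replicate reaches that level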;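 further: 0% = median of neutral control wells and 100% = median of IBMX positive control wells; some compounds called inactive have numbers as strong as hits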
ERp5 inh: ERp5 (human) disulfide isomerase inhibition | Q15084 | ERp5 insulin aggregation, absorbance 650 nm, 90 min | inhibition, % at 9.99 µM | actives 0.05% (n = 350,000) | AID 651711;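 active means mean replicate inhibition above about 25%, with every replicate also reaching it, limit read from the data, passing the limit was not always enough; inconclusive means only one of those two criteria met; inactive means neither criterion met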
Target sequence (Q15084 whole entry, looked up): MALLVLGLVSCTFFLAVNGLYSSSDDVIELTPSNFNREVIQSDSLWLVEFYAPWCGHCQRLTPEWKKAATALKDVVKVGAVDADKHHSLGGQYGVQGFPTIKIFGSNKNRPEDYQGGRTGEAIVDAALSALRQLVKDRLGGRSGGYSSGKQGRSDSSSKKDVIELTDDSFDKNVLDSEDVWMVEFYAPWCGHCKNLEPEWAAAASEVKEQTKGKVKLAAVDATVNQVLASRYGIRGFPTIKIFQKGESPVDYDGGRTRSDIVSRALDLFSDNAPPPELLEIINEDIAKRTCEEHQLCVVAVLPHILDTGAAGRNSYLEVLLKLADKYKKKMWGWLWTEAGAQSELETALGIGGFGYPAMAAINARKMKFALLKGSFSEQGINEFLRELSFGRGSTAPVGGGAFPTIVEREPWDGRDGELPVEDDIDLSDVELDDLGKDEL
DENV2 CPE: DENV2-induced cell death inhibition; DENV2-infected cells, cytopathic effect rescue, plate reader; CPE inhibition, % at 9.99 µM; actives 1.7% (n = 350,000); AID 651640; in the data active means CPE inhibition above about 20%, passing the limit was not always enough; inconclusive means no clear call, values can overlap the other calls; tested in BHK-21 cells;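 further: 0% = median of neutral control wells and 100% = median of positive control wells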
CFTR F508del cor: CFTR F508del correction in bronchial cells; CFBE cells, YFP halide quenching; stimulated with forskolin plus potentiator P3; % fluorescence drop versus neutral controls; activity (quench increase), % at 7.58 µM; actives 0.36% (n = 350,000); AID 720511;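 active means mean added fluorescence quench of at least 8% versus neutral control, with both replicates also reaching 8%; inconclusive means only one of the mean or replicate conditions met; inactive means mean below 8% and not both replicates reaching 8%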;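 further: cells transiently co-express mutant CFTR-F508del with the halide-sensitive YFP; corrector assay measuring rescue of mutant channel to the surface after 24 h compound exposure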
ARNT-TACC3 inh: ARNT/TACC3 interaction disruption; AlphaScreen His-ARNT PAS-B/GST-TACC3 binding, luminescence; TACC3 fragment carries E629A point mutation; AID 623870; actives 0.66% (n = 390,000); inhibition, % at 9.99 µM; Q9Y6A5;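 active means mean inhibition of replicates at least 50% and at least half of replicates each reaching 50%; inconclusive means half or more replicates reach 50% but mean below 50%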;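 further: 0% = complete ARNT plus TACC3 wells and 100% = ARNT alone without TACC3; many hits fall short of the cut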
Numbers without * were called inactive; ? = inconclusive; · = not tested or not shown.

SMILES	EWS-Fli block	Xi reactivation	PAX8 inh HTS	INS-1E GSIS act	ERp5 inh	DENV2 CPE	CFTR F508del cor	ARNT-TACC3 inh
O=C(C[C@H]1CC[C@@H]2[C@H](COC[C@H](O)CN2Cc2cccc(C(F)(F)F)c2)O1)NCc1ccccc1	0	0.1	12	-5	-2	-14	2.0	2
Cc1nnc(SCC(=O)Nc2ccccc2)n1CCc1ccccc1	6	·	·	-5	-4	-1	-1.3	5
CNC[C@H]1OCCCC[C@H](C)Oc2ccc(NS(C)(=O)=O)cc2C(=O)N([C@@H](C)CO)C[C@H]1C	-9	-0.2	-18	-3	-3	3	-0.5	-1
CCCOc1ccc(NC(=O)CC2C(=O)N(CC)C(=S)N2CCCN2CCN(Cc3ccccc3)CC2)cc1 (configuration not stated)	17	0.0	38	-8	5	-4	-1.1	9
C[C@H](CO)N1C[C@H](C)[C@@H](CN(C)Cc2ccc(C(=O)Nc3ccccc3N)cc2)Oc2ccc(NC(=O)Cc3cn(C)c4ccccc34)cc2C1=O	31	0.0	·	-12	-5	-7	-2.1	-3
Cc1ccc(CNC(=O)c2ccc(S(=O)(=O)N3CCCC3)cc2)cc1	16	0.0	-1	-2	-4	-2	-2.0	·
O=C(CS(=O)(=O)Cc1ccccc1)Nc1ccc2c(c1)OCO2	-15	0.0	-22	5	8	4	1.7	4
Nc1cc(Cl)cc2c1-c1ccc(Cl)cc1C2O (configuration not stated)	-28	0.3	-19	-3	-2	0	-0.1	-3
COc1ccccc1N1CCN(S(=O)(=O)CCNC(=O)c2ccco2)CC1	-3	0.0	17	4	5	6	0.2	·
O=C(OCc1cn([C@@H]2C[C@H](c3ccc(Cl)cc3)N(Cc3cccs3)C[C@H]2O)nn1)c1ccccc1	9	0.2	11	9	-2	7	1.8	·
CC(=O)Nc1nc(C(=O)O)cs1	4	0.4	-13	-5	4	-4	-2.3	29
COc1cc(S(=O)(=O)N2CCOCC2)cc(C(=O)OCC(=O)NC2CCCCC2)c1OC	1	0.1	-3	-6	4	10	-2.0	-8
CC1CCC2C(=O)N(c3cccc(C(=O)Nc4ccc(F)cc4)c3)C(=O)C2C1 (configuration not stated)	12	0.0	8	-19	1	-3	-1.0	-6
C[C@@H]1CCCCO[C@H](CN(C)C(=O)Nc2ccc(C(F)(F)F)cc2)[C@H](C)CN([C@H](C)CO)C(=O)c2cc(NC(=O)Nc3cccc4ccccc34)ccc2O1	3	0.3	6	25	1	1	2.8	-7
CCCNC(=O)N[C@@H]1CC[C@H](CC(=O)NC2CCCCC2)O[C@@H]1CO	-1	0.9	-7	4	-9	5	-1.5	-2
CCN1CCN(C(C)C(=O)NC2CCCCC2)CC1 (configuration not stated)	-4	0.0	-10	-10	-1	-2	-0.9	-4
C[C@@H]1CN([C@@H](C)CO)C(=O)Cc2cc(NC(=O)Nc3ccc(C(F)(F)F)cc3)ccc2O[C@H]1CN(C)CC1CC1	-3	-0.6	·	-2	3	-3	-1.9	9
COc1ccc(S(=O)(=O)Nc2ccc3c(c2)C(=O)N([C@H](C)CO)C[C@@H](C)[C@@H](CN(C)Cc2ccc(C(=O)O)cc2)OCCCC[C@H](C)O3)cc1	-12	-0.4	-75	29	-2	16	0.2	9
COc1ccc(N=C2CC(C)(C)CC(=O)/C2=C(/O)c2ccccc2)cc1	8	0.2	-2	7	5	3	1.9	·
O=C(C[C@H]1CC[C@@H](NC(=O)Nc2ccc3c(c2)OCO3)[C@H](CO)O1)NCc1ccc(F)cc1	-10	-0.7	8	4	1	10	-0.7	-3
C[C@@H]1CN([C@@H](C)CO)C(=O)Cc2cc(N(C)C)ccc2O[C@H]1CN(C)Cc1ccncc1	-9	-1.2	3	5	6	-8	1.9	-9
COc1ccc(-c2[nH]c(-c3ccc(F)cc3)nc2SCC(=O)NCc2ccco2)cc1OC	3	0.3	14	·	-2	-4	1.0	-3
COc1ccc2cc(C(C)C(=O)N3CCC(C)CC3)ccc2c1 (configuration not stated)	12	0.5	6	-9	-3	1	1.2	6
C[C@@H]1CN([C@@H](C)CO)S(=O)(=O)c2ccc(C#CC3CC3)cc2O[C@@H]1CN(C)S(C)(=O)=O	-3	-0.5	4	8	0	-7	2.5	3
COc1ccc(CC(=O)N2CCN(c3ccccc3F)CC2)cc1OC	6	6.3	-6	-6	2	2	-6.2	-9

Continued:
SMILES	EWS-Fli block	Xi reactivation	PAX8 inh HTS	INS-1E GSIS act	ERp5 inh	DENV2 CPE	CFTR F508del cor	ARNT-TACC3 inh
CC1CCCCC12NC(=O)N(CC(=O)NCc1ccccc1Cl)C2=O (configuration not stated)	-8	0.1	-2	-1	-1	-1	1.2	4
CC12CCC3c4ccc(O)c([N+](=O)[O-])c4CCC3C1CCC2=O (configuration not stated)	-4	0.1	0	-7	-2	-5	3.0	·
CCNC(=O)C[C@H]1CC[C@H]2[C@H](COc3ccc(NC(=O)NC(C)C)cc3C(=O)N2C)O1	3	0.5	-13	3	-3	-7	2.2	5
Cc1ccc(NC(=O)Cc2ccc3c(c2)CCCC3)cc1C	8	·	·	0	12	4	-0.1	1
COc1ccc(S(=O)(=O)Nc2ccc3c(c2)C(=O)N([C@H](C)CO)C[C@@H](C)[C@@H](CN(C)Cc2ccncc2)OCCCC[C@@H](C)O3)cc1	-9	-0.1	-23	-10	0	5	0.9	-6
C[C@H](CO)N1C[C@H](C)[C@H](CN(C)C)Oc2ccc(NC(=O)Cn3cnnn3)cc2CC1=O	-1	0.4	-5	23	-2	2	0.1	1
O=C(NC[C@@H]1[C@H](c2ccccc2)[C@H](CO)N1CC1CCCC1)c1cccnc1	-1	0.0	7	0	·	54*	-0.4	-1
CC[C@]12c3[nH]c4ccc(OC)cc4c3CCN1C(=O)C(CC(=O)NC(C)(C)C)C[C@@H]2C(=O)N1CCN(C(=O)c2ccco2)CC1 (some centres not stated)	6	0.0	-9	12	-2	13	0.2	-2
COc1cccc(/C=C/C(=O)OCC(=O)N2CCCc3ccccc32)c1	8	0.2	13	3	-2	1	0.0	-7
O=S(=O)(c1ccccc1F)N1CCCCN2[C@H](CO)[C@H](c3ccc(-c4cccnc4)cc3)[C@@H]2C1	·	0.0	21	16	-1	7	2.5	-17
COc1cc(CN(C2CC2)S(=O)(=O)c2ccccc2Br)cc(OC)c1	-5	0.5	10	4	-5	9	1.9	-3
COCCN1Cc2cccc(C(=O)Nc3cccc(-c4nc5ccccc5[nH]4)c3)c2C1=O	1	-0.2	12	23	2	-6	3.1	5
Cc1ccc(NC(=O)C2CCCN(C(=O)NCc3ccccc3)C2)c(C)c1 (configuration not stated)	-4	0.3	5	5	1	1	0.2	-4
COc1ccc(CCn2c(C)nc3c(c(=O)c4ccccc4n3C)c2=O)cc1	·	0.0	22	-22	·	·	·	2
O=C(N/N=C/c1ccc(Br)cc1)c1ccc(NC(=O)c2ccccc2)cc1	-52	0.0	-1	3	4	1	1.3	25
COc1ccc(-c2ccc3c(c2)[C@H]2[C@H](CCN2C(=O)Cc2cccnc2)[C@@H](CO)N3C)cc1	2	0.0	-13	5	4	?	0.2	2
O=S(=O)(c1ccccc1)N1CC=C(c2ccccc2)CC1	1	-0.2	4	-2	0	-6	0.0	-3
COc1ccc(S(=O)(=O)N(C)C[C@H]2Oc3cc(-c4cccc(F)c4)ccc3S(=O)(=O)N([C@H](C)CO)C[C@@H]2C)cc1	9	-1.9	29	-14	0	4	1.8	6
COc1ccc(C(=O)NCc2cc3ccccc3n2C)cc1	-69	0.0	-62	-12	3	-4	1.9	-5
CCOc1ccc(NC(=S)Nc2cc(OC)c(Cl)cc2OC)cc1	·	0.0	3	-29	1	-5	·	3
COc1ccc(NC(=O)Nc2ccc3c(c2)C(=O)N([C@H](C)CO)C[C@@H](C)[C@H](CN(C)Cc2ccccc2)O3)cc1	0	0.0	-14	2	7	-6	-2.2	-1
COc1ccc2c3c(n(C)c2c1)[C@H](CO)N(C(=O)CN1CCOCC1)CC31CN(C(=O)C2CC2)C1	-9	0.2	·	26	·	-11	1.5	·
C[C@@H]1CN([C@@H](C)CO)C(=O)c2cc(-c3ccc(C#N)cc3)cnc2O[C@H]1CN(C)C(=O)Nc1ccc(F)cc1	3	-1.0	·	-5	1	-7	3.8	-2
NC(=O)c1[nH]cnc1N=NN(CCO)Cc1ccccc1	-7	0.4	74*	9	5	7	4.6	·
CC1=C(C(=O)N2CCOCC2)C(c2ccc(OC(F)F)cc2)NC(=S)N1c1ccccc1 (configuration not stated)	-7	0.0	4	-3	2	3	1.0	3

Other results follow:
SMILES	EWS-Fli block	Xi reactivation	PAX8 inh HTS	INS-1E GSIS act	ERp5 inh	DENV2 CPE	CFTR F508del cor	ARNT-TACC3 inh
CC(=O)N1CCc2cc(S(=O)(=O)CCC(=O)N(C)Cc3ccco3)ccc21	·	0.1	-7	26	2	2	-1.5	-2
CN(C(=O)c1ccc(NC(=O)Cc2cccc(NC(=O)C3CCN(C(=O)CCc4ccccc4)CC3)c2)cc1)C1CC1	-19	0.4	-35	2	-1	?	2.7	·
CCc1nn(-c2ccccc2)c(=S)c2ccccc12	·	0.0	-9	18	·	·	·	7
CC(C)CC#Cc1ccc([C@H]2[C@@H](CO)N3CCCCN(C(=O)Nc4ccccc4)C[C@H]23)cc1	20	1.2	-7	15	·	·	4.2	12
O=C(NCc1ccc(F)cc1)[C@@H]1[C@@H](CO)[C@@H]2Cn3c(cccc3=O)[C@@H]2N1C(=O)C1CC1	-7	0.1	-10	2	4	-5	-2.1	-14
CCN(CC(=O)NCc1cccs1)C(=O)c1ccc(S(=O)(=O)Nc2cccc(C)c2C)cc1	-5	-0.1	·	-15	-4	-9	-0.8	-2
COc1cccc(/C=N/NC(=O)c2cc3cc([N+](=O)[O-])ccc3s2)c1O	21	0.1	33	11	1	-7	·	8
O=C(NCc1ccccc1)NCC12CC3CC(CC(C3)C1)C2	3	0.2	14	0	-8	?	1.7	-8
COCC(=O)N1C[C@H](C)[C@H](OC)CN(C)C(=O)c2cc(NC(=O)c3ccc(F)cc3)ccc2OC[C@H]1C	2	0.0	·	11	-5	-10	1.5	2
COc1ccc(NC(=S)N2CCN(c3ncccn3)CC2)cc1	10	0.0	-5	14	0	-1	·	·
O=S(=O)(Cc1ccccc1)Nc1ccccc1	1	0.0	12	5	2	8	-0.3	19
C[C@H]1CN([C@@H](C)CO)C(=O)c2cc(Br)cnc2O[C@@H]1CN(C)C(=O)NC1CCCC1	0	1.3	·	14	5	13	2.3	-3
O=C1NC(=O)N2CCSC2(Cc2ccccc2)N1 (configuration not stated)	5	0.1	-11	3	-1	-6	2.7	-8
CCCCCCOc1ccc(N2C(=O)CC(N3CCN(CCN=CC4C(=O)CC(C)(C)CC4=O)CC3)C2=O)cc1 (configuration not stated)	-2	0.0	2	-8	6	2	-0.7	-7

Only EWS-Fli block, ERp5 inh and Xi reactivation, for some of the entries so far:
Molecule | EWS-Fli block | ERp5 inh | Xi reactivation
NC(=O)c1[nH]cnc1N=NN(CCO)Cc1ccccc1 | -7 | 5 | 0.4
COc1ccc(S(=O)(=O)Nc2ccc3c(c2)C(=O)N([C@H](C)CO)C[C@@H](C)[C@@H](CN(C)Cc2ccc(C(=O)O)cc2)OCCCC[C@H](C)O3)cc1 | -12 | -2 | -0.4
C[C@@H]1CCCCO[C@H](CN(C)C(=O)Nc2ccc(C(F)(F)F)cc2)[C@H](C)CN([C@H](C)CO)C(=O)c2cc(NC(=O)Nc3cccc4ccccc34)ccc2O1 | 3 | 1 | 0.3
